Assay outcomes from PubChem BioAssay.
TDP2 absorb – human TDP2 enzyme inhibitors, primary screen, biochemical, epi absorbance, recombinant enzyme; T5PNP hydrolysis, p-nitrophenol absorbance 415 nm; inhibition, % at 12.8 µM; actives 0.34% (n = 370,000);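 active = inhibition above the mean of all tested compounds plus 3 SD, set per campaign, cut at about 25% in these data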;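 also: 0% = DMSO with enzyme and 100% = buffer with substrate but no TDP2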
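Read-out basis: percent inhibition. System: recombinant human TDP2. Buffer or medium: Mg2+-containing Tris-HCl buffer, pH 7.5. Repeats: single replicate. Timing: reaction 2 h, 37 °C. Benchmarks: high control without enzyme, low control DMSO plus TDP2. Probe or stimulus: 5 mM T5PNP. Doses: 12.8 µM only. Measured by: epi absorbance of p-nitrophenol freed from T5PNP by hydrolysis.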
ADAM10 inh – human ADAM10 inhibitors, primary screen, biochemical, QFRET, HTS. actives 0.62% (n = 370,000). inhibition, % at 7 µM. recombinant ADAM10, EDANS/DABCYL FRET peptide cleavage, 3 h. AID 720582, 2013;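 active = inhibition above a per-campaign cutoff equal to the mean of compounds falling between control-based bounds plus 3 SD, cut at about 20% in these data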;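 also: 0% = DMSO wells while the 100% control is not disclosed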
ADAM17 inh – ADAM17 inhibitors, primary screen, biochemical, QFRET; Disintegrin and metalloproteinase domain-containing protein 17 (Homo sapiens), P78536; recombinant ADAM17, EDANS/DABCYL FRET peptide cleavage; inhibition, % at 6.95 µM; actives 0.83% (n = 370,000); AID 720648, 2013;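 active = inhibition above the mean of compounds lying between control limits plus 3 SD, set per campaign, cut at about 8.5% in these data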;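 also: 0% = DMSO-only wells as the low control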
Target sequence (P78536 215-824 limits assumed): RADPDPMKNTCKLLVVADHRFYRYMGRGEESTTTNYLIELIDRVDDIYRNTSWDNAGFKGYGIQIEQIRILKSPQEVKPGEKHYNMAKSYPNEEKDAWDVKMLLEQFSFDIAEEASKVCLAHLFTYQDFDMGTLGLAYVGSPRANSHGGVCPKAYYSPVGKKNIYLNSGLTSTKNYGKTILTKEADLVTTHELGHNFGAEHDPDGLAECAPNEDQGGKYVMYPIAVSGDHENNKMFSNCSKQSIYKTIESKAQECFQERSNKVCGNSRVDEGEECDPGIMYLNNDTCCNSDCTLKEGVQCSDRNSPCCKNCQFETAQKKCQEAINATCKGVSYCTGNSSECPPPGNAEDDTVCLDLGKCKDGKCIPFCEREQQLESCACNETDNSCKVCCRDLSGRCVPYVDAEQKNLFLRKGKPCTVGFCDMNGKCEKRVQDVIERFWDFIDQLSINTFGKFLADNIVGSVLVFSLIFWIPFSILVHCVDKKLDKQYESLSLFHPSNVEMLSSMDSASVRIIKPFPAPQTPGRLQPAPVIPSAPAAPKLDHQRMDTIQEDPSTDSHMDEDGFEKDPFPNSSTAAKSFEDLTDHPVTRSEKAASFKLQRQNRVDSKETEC
DDE Tn6 FP inh – inhibitors of Tn6 peptide binding to fibrin DD(E), primary screen, biochemical, fluorescence polarization, human fibrin, Tn6 probe; Fibrinogen beta chain (Homo sapiens), P02675; Fibrin DD(E) TRITC-Tn6 fluorescence polarization displacement; inhibition, % at 8.3 µM; actives 0.21% (n = 370,000); AID 720509, 2013;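 active = inhibition above a per-campaign cutoff: mean of compounds within control limits plus 3 SD, cut at about 15% in these data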;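 also: 0% = median of all compound wells on the plate and 100% = blocking peptide control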
ARFGAP1 inh – inhibitors of rat ARFGAP1 GAP activity, primary screen, biochemical, fluorescence polarization, GDP tracer; Arfgap1-stimulated ARF1 GTP hydrolysis, GDP FP detection; inhibition, % at 16.5 µM; actives 0.26% (n = 360,000);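 active = inhibition above a per-plate limit, mean inhibition of low control wells plus 3 SD, cut at about 25% in these data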;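 also: 0% = DMSO wells with enzyme and 100% = wells lacking Arfgap1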
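Repeats: one replicate per compound; assay system: rat Arfgap1 catalytic domain, aa 1-136; times: enzyme reaction 120 min at 25 °C after 20 min preincubation; detection: FP of antibody-bound GDP Alexa 633 tracer, ex 620/em 688 nm; benchmarks: high control wells lacking Arfgap1, low control full reaction with DMSO; reagent: human ARF1(Δ1-17)-GTP substrate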
LEDGF integ inh – blockers of LEDGF/p75-dependent integrase strand transfer – biochemical, TR-FRET, high throughput, primary screen; inhibition, % at 3.7 µM; TR-FRET IN-LEDGF/p75 DNA integration, Eu/Cy5; AID 743269, 2014; actives 0.64% (n = 370,000); HIV-1 integrase (with human LEDGF/p75);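 active = inhibition above the screen-wide mean plus 3 SD, cut at about 13% in these data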;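 also: signal is the Cy5 over europium emission ratio at 671 and 618 nm; 0% = plate median of compound wells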
ASAP1 inh – inhibitors of human ASAP1 ArfGAP activity, primary screen, biochemical, fluorescence polarization | ASAP1-stimulated ARF1 GTP hydrolysis, GDP FP detection | inhibition, % at 16.5 µM | actives 0.19% (n = 360,000); in the data active = inhibition above about 25%;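 also: 0% = vehicle with enzyme and substrate and 100% = no enzyme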
Target sequence (Q9ULH1 325-724 limits assumed): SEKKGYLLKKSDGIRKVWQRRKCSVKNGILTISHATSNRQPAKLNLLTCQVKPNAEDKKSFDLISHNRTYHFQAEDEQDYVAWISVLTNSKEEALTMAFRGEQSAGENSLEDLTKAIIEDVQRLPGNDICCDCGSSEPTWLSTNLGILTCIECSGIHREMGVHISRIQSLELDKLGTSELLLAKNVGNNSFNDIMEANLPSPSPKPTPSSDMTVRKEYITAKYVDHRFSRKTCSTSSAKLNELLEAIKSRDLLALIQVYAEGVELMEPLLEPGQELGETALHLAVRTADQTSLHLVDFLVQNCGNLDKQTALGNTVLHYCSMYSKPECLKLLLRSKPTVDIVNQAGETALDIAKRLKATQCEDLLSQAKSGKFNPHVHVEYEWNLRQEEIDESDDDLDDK
KLK7 zymogen act – proKLK7 zymogen activators, primary screen, biochemical, fluorescence intensity; actives 0.9% (n = 370,000); activation, % at 7 µM; purified proKLK7, EDANS-DABCYL substrate fluorescence; 100% is mature enzyme control, 0% vehicle; AID 652039, 2013;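 active = activation above the mean of all tested compounds plus 3 SD, computed per campaign excluding outliers beyond control limits, cut at about 13% in these data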
Tn7 DDE FP – inhibitors of Tn7 peptide binding to fibrin DD(E), primary screen, biochemical, fluorescence polarization, human fibrin, Tn7 probe. FP displacement of FITC-Tn7 peptide from fibrin DD(E); 0% = median of compound wells per plate. AID 720508, 2013. inhibition, % at 8.3 µM. actives 0.13% (n = 370,000);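 active = inhibition above the mean of compounds falling within the control limits plus 3 SD of them, cut at about 14% in these data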;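 also: 0% = plate median of compound wells and 100% = 10 µM Aha-Tn7 peptide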
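Assay system: Human fibrin DD(E) protein | Medium: Tris buffer with calcium and detergent, pH 7.8 | Reagent: 0.1 µM fluorescent Tn7 | Compound dosing: Single point at 8.3 µM | Times: 10 min preincubation, 3 h with tracer, room temperature | Detection: Fluorescence polarization of the labelled Tn7 tracer | Controls: Aha-Tn7 high control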
PLCg1 inh – PLC-gamma1 enzyme inhibitors, primary screen, biochemical, fluorescence, purified enzyme. inhibition, % at 12.2 µM. actives 0.84% (n = 370,000). AID 720700, 2013. fluorogenic substrate; in the data active = inhibition above about 9.5%
Numbers without * were called inactive. This is a random part of the collection. About 4.2% of those tested had a hit in this group.

PLCg1 inh	LEDGF integ inh	ASAP1 inh	Tn7 DDE FP	DDE Tn6 FP inh	TDP2 absorb	KLK7 zymogen act	ADAM10 inh	ADAM17 inh	ARFGAP1 inh	structure
2	-2	-12	-5	4	-4	0.4	-5	-5	1	CN(C(=O)COC(=O)c1ccc(S(=O)(=O)N2CCOCC2)cc1)c1ccccc1
-1	1	-2	0	-2	9	0.6	3	-1	-2	O=C(COC(=O)C1(c2ccccc2)CC1)N1CCN(c2ccc(F)cc2)CC1
-5	-1	-4	-5	-4	10	0.5	-6	-6	11	Cc1cc(NC(=O)c2cc(-c3ccco3)on2)no1
5	2	-3	0	2	-16	0.1	8	5	0	CC(=O)N/C(=C\c1ccccc1)C(=O)OCc1ccc(C)cc1
-1	0	0	6	-6	2	-0.3	-6	-2	1	O=C(NC1CCCCCC1)c1ccc([N+](=O)[O-])s1
-13	-1	10	0	-8	4	-0.2	0	-5	2	CCOc1ccc2oc(C(=O)Nc3ccc(N4CCOCC4)cc3)c(C)c2c1
-1	2	-4	2	-2	3	0.1	8	-6	6	CC1CCCCN1S(=O)(=O)c1ccc(S(=O)(=O)N2CCN(c3ccc(F)cc3)CC2)cc1 (stereo not drawn)
-16	0	2	2	-5	-9	-1.3	-9	-10	3	CCOc1cc(C2NN=C(c3ccccc3)S2)ccc1OCc1ccc(F)cc1 (stereo not drawn)
-94	1	9	6	8	4	2.2	-354	-119	5	O=C(c1ccc2c3c(cccc13)CC2)C1CCCN(C(=O)c2cccnc2)C1 (stereo not drawn)
-1	-3	-8	1	11	-1	-0.5	2	-6	2	CCOc1ccc(-c2nc(C)sc2CC(=O)O)cc1
1	0	13	7	9	1	-0.2	-2	-4	-15	CC(=O)Nc1ccc(SC[C@H](Cc2ccccc2)N2CC[C@@H](C)CCC2=O)cc1
4	0	8	-4	9	-5	-0.1	3	0	1	COc1cc(CNCCO)cc(Br)c1OCc1cccs1
-143	3	-9	6	2	4	-0.9	-52	-20	-3	O=c1[nH]nc(-c2cc(-c3ccccc3)nc3ccccc23)o1
2	3	5	-3	1	7	-0.6	1	-1	3	CC1CC(C)CN(c2ncnc3c2cnn3C)C1 (stereo not drawn)
-3	-2	-9	4	9	0	-0.6	5	-1	-7	Cc1nn(C)c(C(=O)N2CCc3ccccc32)c1Cl
0	-4	9	0	-9	3	-0.3	18	7	25*	CN(C)c1ccc(NC(=O)CSc2nc(N)c(C(=O)Nc3ccc(N(C)C)cc3)s2)cc1
-45	7	-8	-4	-3	1	0.1	-5	1	0	O=C(CSc1ncn[nH]1)N1N=C2/C(=C/c3ccco3)CCCC2C1c1ccco1 (stereo not drawn)
-1	0	-5	-4	0	4	-13	-75	-26	1	CC(C)Nc1nc(NCCO)nc2ccccc12
0	-3	6	6	4	1	-0.6	4	-6	-3	CCCC(C)C(=O)N(Cc1ccccc1)c1ccccn1 (stereo not drawn)
2	-1	2	1	-6	-5	0.3	8	0	-4	O=C(NCCCn1ccnc1)C(=O)NCC1OCCN1S(=O)(=O)c1cc(F)ccc1F (stereo not drawn)
1	-3	1	-2	-3	-2	-0.5	3	-1	-3	CN(C(=O)COC(=O)COc1ccc(Cl)cc1)C1CCCCC1
-3	-5	13	2	2	-2	0.0	3	0	-4	Cn1nnnc1Sc1ncnc2scc(-c3ccsc3)c12
2	1	-1	5	9	4	0.5	-5	-4	-2	CC(C)C[C@@H](C(=O)NC1CC1)N1C(=O)N2CCc3c([nH]c4ccccc34)[C@@]2(C)C1=O
2	0	-12	-2	2	-7	-0.1	2	3	-9	COc1ccc(S(=O)(=O)Cc2ccccc2)cc1N
3	-1	-5	-7	-4	0	-0.3	-3	1	6	CCCCN(C(C)=O)c1ccc(S(=O)(=O)NC2=NCCCCC2)cc1NC(C)=O
-2	1	-1	6	2	-7	0.6	-5	-5	4	CCC(C)(C)NC(=O)C(c1ccco1)N(C(=O)CNC(=O)c1cccs1)c1cccnc1 (stereo not drawn)
0	0	4	-6	-2	8	0.2	-7	-2	3	CCc1ccccc1S(=O)(=O)Cc1ccc(C(=O)NC(C)C)o1
1	-2	-7	4	9	-9	-0.3	14	4	-4	CN(C)Cc1nc2ccccc2c(=O)n1Cc1nc(-c2cccc([N+](=O)[O-])c2)cs1
-2	-9	9	-4	2	-8	-0.7	-8	-4	-2	CCOC(=O)c1sc(=NC(=O)c2ccc(OC(C)C)cc2)n(C)c1C
8	-3	7	3	-5	-11	0.1	11	-3	7	CCN(CC)S(=O)(=O)c1ccc(C)c(NC(=S)NC2CCCCC2)c1
0	0	9	7	5	1	-0.7	-16	-3	3	CCOC(=O)N1CCC(NC(=O)c2cnc3n(c2=O)CCS3)CC1
2	-2	5	5	-1	8	0.6	7	-2	3	CN(Cc1ccccc1)c1nc2c(c(=O)[nH]c(=O)n2C)n1CCSc1nc2ccccc2[nH]1
2	-1	-22	-5	7	0	0.5	1	2	-8	Cc1ccc(S(=O)(=O)N2CCC(C(=O)N3CCC3)CC2)cc1
1	0	6	0	-3	9	0.2	-1	1	-9	COc1ccc(-c2c([C@H]3[C@H]4C=CC[C@@H](C)[C@@H]4C(=O)N3Cc3ccccc3)ccc3ccccc23)cc1
-1	1	-16	0	-9	5	-0.6	0	-4	7	CCOc1ccc(NC(=O)CN2CCN(CC(=O)Nc3ccc(F)c(F)c3)CC2)cc1
-1	2	9	-3	2	6	0.2	0	-2	-3	CCN(CC)C(=O)C[n+]1ccc(C(N)=O)cc1
-8	4	49*	0	7	16	-0.3	-3	0	22	COc1ccc(N2C(=O)[C@@H]3[C@H](C2=O)[C@H]2c4ccccc4C=CN2[C@@H]3C(C)=O)cc1
-8	-1	-11	-7	-5	-3	-0.7	-10	0	5	COCCCN1C(=O)C(O)=C(C(=O)c2ccco2)C1c1ccc(Br)cc1 (stereo not drawn)
-3	-4	2	3	2	8	-0.5	-4	-2	-3	COC(=O)c1c(NC(=O)CC2Nc3ccccc3NC2=O)sc(C)c1C (stereo not drawn)
2	-4	-7	4	1	-5	-0.7	1	-1	-5	Cc1cccc(NC(=O)c2ncn3c2C(=O)NC[C@H]3C)c1
-7	-1	-1	-2	-5	18	0.2	-37	-7	-9	CCCCn1c(N)c(N(CCOC)C(=O)CSCc2c(C)noc2C)c(=O)[nH]c1=O
7	3	-1	-6	6	-5	0.0	2	5	5	Cc1ccccc1NC(=O)Nc1nnc([C@@H]2C[C@H](O)[C@@H](CO)O2)s1
-3	-3	-9	7	2	-4	-0.4	1	-5	0	COc1ccccc1N=C1SC(C(=O)Nc2cccc(Cl)c2Cl)C(N)=C1C(N)=O (stereo not drawn)
5	1	3	-3	-3	2	0.0	6	0	1	O=C(Cc1cccs1)NCc1cccc(CNC(=O)Cc2cccs2)c1
1	-2	-1	-3	8	7	-0.6	-3	-2	14	CC(C)Cn1c(N)c(C(=O)CSc2nc3ccccc3n2C)c(=O)n(C)c1=O
2	-2	8	-12	-1	8	0.9	-1	-1	-9	COc1ccccc1-n1cc2ccc([N+](=O)[O-])cc2n1
4	0	0	-11	0	-1	0.6	-8	5	3	O=C(c1ccco1)N1CCN(c2ncnc3scc(-c4ccc(Cl)cc4)c23)CC1
-2	-1	-9	-1	0	4	-0.2	-8	-2	-3	COC(=O)C1C(c2ccc(OC)cc2)NC(=O)NC1(O)C(F)(F)Cl (stereo not drawn)
2	-1	3	-1	-4	1	0.1	6	2	7	CCOc1ccc(-c2cn(S(=O)(=O)c3cccc4nsnc34)nc2N)cc1
0	0	11	3	4	0	0.2	-4	-8	-5	Cn1nccc1C(=O)NC(=S)Nc1sc2c(c1C#N)CCCCC2
-1	1	-7	10	9	2	0.3	-11	-4	1	Cc1cccc(NC2=NCC(=O)N2CCc2ccccc2)c1
2	0	-5	-1	-1	1	-0.6	-2	-3	-14	CC(=O)N1CCOc2ccc(S(=O)(=O)N3CCC(C(=O)NCc4ccc(C)cc4)CC3)cc21
-1	4	-9	2	3	6	-0.4	-11	-2	-2	COc1cc2c(cc1OC)C(c1ccccc1)CC2=O (stereo not drawn)
1	1	-12	0	8	-13	0.3	2	3	2	CCOc1ccc(N(C)S(=O)(=O)c2cc(-c3cc(C)no3)ccc2OC)cc1
-3	-2	-12	-3	-6	-9	0.3	-6	-1	9	COC(=O)C1CCN(C(=O)CN2C(=O)NC(CC(C)C)C2=O)CC1 (stereo not drawn)
-2	5	4	0	-1	3	0.0	-1	-4	0	CCCCNC(=S)N(C)N=C1CCC(c2ccccc2)CC1 (stereo not drawn)
-5	0	2	0	18*	-9	-0.1	-18	-8	-8	NS(=O)(=O)c1ccc(N2CCN(C(=O)C3COc4ccccc4O3)CC2)nc1 (stereo not drawn)
-89	0	-19	8	6	0	0.2	-152	-47	0	CC(C)c1cc(NCc2ccccn2)n2c(nc3ccccc32)c1C#N
3	4	-1	-7	4	-5	0.4	7	-4	4	CCOc1ccc(NC(=O)c2cccc(NC(C)=O)c2)cc1S(=O)(=O)N1CCCC1

Part of the list above in another layout:
| canonical_smiles | PLCg1 inh | LEDGF integ inh | ASAP1 inh | Tn7 DDE FP | DDE Tn6 FP inh | TDP2 absorb | KLK7 zymogen act | ADAM10 inh | ADAM17 inh | ARFGAP1 inh |
| --- | --- | --- | --- | --- | --- | --- | --- | --- | --- | --- |
| COc1cc2c(cc1OC)C(c1ccccc1)CC2=O (stereo not drawn) | -1 | 4 | -9 | 2 | 3 | 6 | -0.4 | -11 | -2 | -2 |
| CCOc1ccc(NC(=O)c2cccc(NC(C)=O)c2)cc1S(=O)(=O)N1CCCC1 | 3 | 4 | -1 | -7 | 4 | -5 | 0.4 | 7 | -4 | 4 |
| NS(=O)(=O)c1ccc(N2CCN(C(=O)C3COc4ccccc4O3)CC2)nc1 (stereo not drawn) | -5 | 0 | 2 | 0 | 18* | -9 | -0.1 | -18 | -8 | -8 |
